TIM10 inh: TIM10 yeast growth inhibition; 330,000 tested, 1.4% active; inhibition, % at 10 µM; AID 463195; S. cerevisiae TIM10 strain growth, BacTiter-Glo luminescence, 24 h;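 active means inhibition of 40% or more at the single tested concentration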;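 further: wild-type TIM10 isogenic control strain grown at permissive 25 °C; 0% = DMSO yeast wells and 100% = minimal medium wells without yeast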
Apaf1 inhib: inhibitors of human Apaf-1 apoptosome. 330,000 tested, 0.71% active. O14727. reconstituted apoptosome caspase-3 activity, DEVD-Rh110 fluorescence. AID 489030. inhibition, % at 20 µM; active means inhibition of at least 40% at 20 µM;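 further: plate controls were DMSO wells for no effect and DEVD-CHO caspase inhibitor wells for full effect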
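System – cell-free apoptosome with Apaf-1, procaspase-3 and caspase-9 · Buffer or medium – pH 7.5 Hepes buffer with CHAPS, BSA, DTT · Also added – cytochrome c with DEVD-Rh110 · Times – 30 min compound preincubation, 50 min activation, room temperature · Technique – Rh110 fluorescence intensity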
hIAP block: blocks human intestinal alkaline phosphatase; P09923; purified IAP, CDP-Star luminescence, 30 min; inhibition, % at 10 µM; 330,000 tested, 0.12% active; AID 2544;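 active means inhibition reaching a set limit with compound at 10 µM in the primary screen, cut at about 35% in these data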;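 further: plate controls were DMSO wells with enzyme for no effect and no-enzyme buffer wells for full effect; values of inactives mirror those of a sister screen read the other way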
Target sequence (P09923 whole entry, looked up): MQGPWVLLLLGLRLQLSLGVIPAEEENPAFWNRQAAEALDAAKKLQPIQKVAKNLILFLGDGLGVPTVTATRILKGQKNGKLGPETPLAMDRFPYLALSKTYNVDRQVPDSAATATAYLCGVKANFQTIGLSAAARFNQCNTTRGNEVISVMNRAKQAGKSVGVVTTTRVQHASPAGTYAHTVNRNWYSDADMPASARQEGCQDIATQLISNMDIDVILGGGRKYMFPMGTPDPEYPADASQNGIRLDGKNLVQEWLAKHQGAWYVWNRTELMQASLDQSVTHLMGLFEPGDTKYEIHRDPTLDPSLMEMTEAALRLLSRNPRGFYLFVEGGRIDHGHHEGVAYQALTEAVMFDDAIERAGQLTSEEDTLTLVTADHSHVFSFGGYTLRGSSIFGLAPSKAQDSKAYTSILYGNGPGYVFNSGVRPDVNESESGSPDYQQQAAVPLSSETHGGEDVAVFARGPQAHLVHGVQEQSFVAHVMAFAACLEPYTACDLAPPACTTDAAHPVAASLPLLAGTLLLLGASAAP
tim10-1 inh: growth inhibitors of tim10-1 mutant yeast. 330,000 tested, 2.2% active. inhibition, % at 20 µM. S. cerevisiae tim10-1 ts strain growth, BacTiter-Glo, 24 h;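 active means inhibition of at least 40%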;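 further: mutant grown at 25 °C; 0% = DMSO wells with yeast and 100% = wells holding no yeast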
ATG4B inh: blocks human ATG4B protease cleavage of LC3 substrate; AID 504462; 340,000 tested, 0.51% active; inhibition, % at 8.33 µM; ATG4B cleavage of LC3-PLA2, NBD-HPC fluorescence, 1 h; in the data active means inhibition above about 40%
Target sequence (Q9Y4P1 whole entry, looked up): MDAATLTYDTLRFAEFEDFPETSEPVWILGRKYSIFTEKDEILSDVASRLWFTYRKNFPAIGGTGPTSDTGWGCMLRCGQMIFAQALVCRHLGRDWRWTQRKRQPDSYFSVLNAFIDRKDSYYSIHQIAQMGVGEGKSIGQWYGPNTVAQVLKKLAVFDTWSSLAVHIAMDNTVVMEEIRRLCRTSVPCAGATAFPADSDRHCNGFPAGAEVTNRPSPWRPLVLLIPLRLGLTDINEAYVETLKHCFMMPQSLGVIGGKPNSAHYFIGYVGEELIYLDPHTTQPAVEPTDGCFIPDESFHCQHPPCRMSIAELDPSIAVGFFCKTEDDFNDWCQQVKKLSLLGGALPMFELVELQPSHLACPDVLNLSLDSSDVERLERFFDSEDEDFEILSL
hIAP activ: human IAP activation. P09923. purified human IAP, CDP-Star luminescence, 30 min; stronger effect = higher value; 1 = vehicle-only enzyme, 0 = enzyme-free background. 330,000 tested, 0.16% active. activation factor at 10 µM;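 active means activation factor of the enzyme at least 2-fold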; further: the source names both 10 and 20 µM as test concentration; values of inactives mirror those of a sister screen read the other way
NALP3 yeast inh: blocks the NALP3 inflammasome reconstituted in yeast; Yeast reconstituted NLRP3/ASC/caspase-1, beta-gal luminescence, 24 h; inhibition, % at 10 µM; 330,000 tested, 0.39% active; AID 2825;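 active means inhibition of 50% or more; inactive means inhibition below 50%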;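 further: plate controls were induced DMSO wells for no effect and uninduced yeast grown without galactose for full effect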
mIAP activ: mouse IAP activation. activation factor at 10 µM. muIAP, CDP-Star luminescence, 30 min; stronger effect = higher value; 1 = vehicle-only enzyme signal, 0 = enzyme-free wells. 330,000 tested, 0.24% active;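 active means activation factor of at least 2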; further: the source names both 10 and 20 µM as test concentration; values of inactives mirror those of a sister screen read the other way
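Assay system: mouse IAP enzyme / Compound: DMSO-dissolved test compounds / Timing: 30 min, room temperature / Measured by: luminescence from enzymatic CDP-Star hydrolysis / Control set: DMSO-only wells, enzyme-free buffer wells as negative control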
mIAP block: mouse IAP inhibition | purified mouse IAP, CDP-Star luminescence, 30 min | inhibition, % at 10 µM | 330,000 tested, 0.2% active;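 active means inhibition of at least 40% at 10 µM in the primary screen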;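 further: plate controls were DMSO with enzyme for no effect and no enzyme wells for full effect; values of inactives mirror those of a sister screen read the other way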
* marks the source's active call; other numbers are inactive results; / = no result given. No enrichment for hits; about 4.5% have a hit in one of these screens.

SMILES | TIM10 inh | Apaf1 inhib | hIAP block | tim10-1 inh | ATG4B inh | hIAP activ | NALP3 yeast inh | mIAP activ | mIAP block
COc1ccc(N(Cc2ccccc2)C(=O)c2ccccc2[N+](=O)[O-])cc1 | 27 | -6 | 5 | 21 | 0 | 0.95 | 27 | 0.89 | 11
CCCCN(Cc1ccco1)C(=O)C1CCCN(c2ncnc3c2nc2n3CCCCC2)C1 (centres undefined) | 15 | 22 | -7 | 41* | 23 | 1.1 | 9 | 0.94 | 6
Cc1[nH]c2ccc(C(=O)N3CCN(C)CC3)cc2c1C | 5 | -1 | 22 | -13 | 2 | 0.78 | 4 | 0.92 | 8
O=C(Nc1c2c(nc3ccccc13)CCCC2)c1cccc([N+](=O)[O-])c1 | 13 | 1 | 13 | 1 | 5 | 0.87 | 10 | 0.93 | 7
CCCNC(=O)Nc1ccc2c(c1)nc(C)n2C | 7 | -8 | 7 | 9 | -3 | 0.93 | 10 | 0.89 | 11
CC(=O)Nc1ccc(S(=O)(=O)NCc2nc(-c3ccccc3)no2)cc1 | 4 | 3 | 16 | -19 | -2 | 0.84 | 6 | 0.97 | 3
C=CCNC(=O)c1cc(-c2cccnc2)nc2ccccc12 | 5 | -4 | -2 | -13 | 11 | 1 | -6 | 1 | -3
C[C@@H]1CN([C@H](C)CO)C(=O)c2cc(NC(=O)c3ccncc3)ccc2O[C@@H]1CN(C)C(=O)Nc1ccccc1 | -6 | 14 | -21 | 17 | -9 | 1.2 | 12 | 1 | 0
CCOC(=O)c1c(NC(=O)CSc2nnc(C)s2)sc2c1CCN(C)C2 | 7 | 17 | -6 | 9 | 0 | 1.1 | 18 | 1 | -3
CC(NC(=O)CN1CCN(c2cccc(Cl)c2)CC1)c1ccccc1 (centres undefined) | -114 | 8 | -22 | -52 | -5 | 1.2 | 0 | 1.1 | -11
Cn1nccc1NC(=O)c1nccnc1C(=O)O | -11 | -17 | -4 | 2 | 0 | 1 | 3 | 1.1 | -8
Cc1ccc(NC(=O)NC2CC(=O)N(c3ccc4c(c3)OCCO4)C2)c(C)c1 (centres undefined) | -4 | 5 | -18 | -8 | -13 | 1.2 | 14 | 1.1 | -10
CCc1ccccc1N1CCN(S(=O)(=O)c2ccc(F)c(C)c2)CC1 | 14 | 32 | -62 | 13 | 27 | 1.6 | -1 | 1.1 | -12
CCN1CCN(CCCNC(=O)C2CCCN(c3nc4c(C)cc(C)cc4s3)C2)CC1 (centres undefined) | 10 | 14 | 10 | 7 | -6 | 0.9 | 1 | 1.1 | -9
O=c1c(-c2ccco2)[n+]([O-])c2ccccc2n1OCc1ccccc1[N+](=O)[O-] | 4 | 5 | 5 | 27 | -4 | 0.95 | 11 | 0.93 | 7
Cc1cc(C)nc(/N=C(\N)Nc2ccccc2-c2ccccc2)n1 | 2 | 6 | -32 | 25 | 3 | 1.3 | -3 | 0.99 | 1
COc1ccccc1CNC(=O)[C@@H]1CCCN1S(=O)(=O)c1ccc(C)cc1 | -7 | 8 | -32 | 3 | -3 | 1.3 | 17 | 1.1 | -8
Cc1cccc(N2CCN(C(=O)COc3cc(=O)n(C)c4ccccc34)CC2)c1C | -1 | 26 | -15 | -5 | -7 | 1.2 | 15 | 0.93 | 7
COc1cccc(CN(C)C(=O)c2cccc(NC(=O)CC3SC(N4CCCCC4)=NC3=O)c2)c1OC (centres undefined) | 7 | 5 | -3 | 3 | -63 | 1 | 9 | 1.1 | -6
COc1ccccc1NC(=O)CNS(=O)(=O)c1ccccc1 | -26 | -3 | 3 | 5 | 2 | 0.97 | -6 | 0.91 | 9
O=C(Cn1c(=O)n(CC(=O)NCc2ccccc2)c2ccccc21)NCc1ccccc1 | 4 | -4 | -2 | -7 | 6 | 1 | 9 | 1 | -1
Cc1ccccc1SCC(=O)OCC(=O)NCCNC(=O)COC(=O)CSc1ccccc1C | -2 | 19 | -3 | 2 | -10 | 1 | 8 | 0.96 | 4
CC(C)N=C1SC(CC(=O)Nc2ccccc2)C(=O)N1C(C)C (centres undefined) | 31 | 2 | 4 | 23 | 2 | 0.96 | 20 | 0.94 | 6
CN(C(=O)CCN1C(=O)/C(=C/c2ccccc2)SC1=S)C1CCS(=O)(=O)C1 (centres undefined) | 17 | 14 | -28 | 9 | 5 | 1.3 | 9 | 0.94 | 6
O=C(O)CCCCCNS(=O)(=O)c1ccc2c(c1)OCCO2 | 4 | 0 | -3 | 8 | -4 | 1 | 15 | 1.1 | -9

Later entries
SMILES | TIM10 inh | Apaf1 inhib | hIAP block | tim10-1 inh | ATG4B inh | hIAP activ | NALP3 yeast inh | mIAP activ | mIAP block
CCOc1ccc(-c2nc(-c3ccccc3C)no2)cc1 | 10 | -9 | -3 | 16 | / | 1 | 9 | 1 | 0
Cc1cccc(C)c1N1C(=O)CN(Cc2ccccc2)C1=S | 37 | 8 | -7 | 30 | 82* | 1.1 | 24 | 0.92 | 8
Cc1cccc(NC(=O)c2c([N+](=O)[O-])c(C(C)(C)C)nn2C)c1 | 18 | 5 | 2 | 18 | 2 | 0.98 | 29 | 0.97 | 3
C/C(=N\Nc1cc(N2CCCCC2)nc(C)n1)c1ccc(Br)cc1 | 8 | 24 | -11 | 20 | -3 | 1.1 | 23 | 0.91 | 10
CCOC(=O)CNC(=O)c1ccc(Cl)s1 | -21 | -4 | -12 | 2 | 2 | 1.1 | 10 | 1 | -4
CC(=O)c1c(N2CCOCC2)nc(=S)n(-c2cc(C)ccc2C)c1C | -7 | -6 | -26 | 11 | -2 | 1.3 | -3 | 1 | 0
COc1ccc(Nc2nc(C)nc3sc4c(c23)CCC4)cc1O | -3 | -4 | 5 | -13 | 11 | 0.95 | 24 | 0.96 | 4
C=CCn1c(SCC(=O)N(C)C2CCS(=O)(=O)C2)nnc1-c1ccncc1 (centres undefined) | -13 | 5 | 2 | 6 | -3 | 0.98 | -4 | 1 | 0
O=c1[nH]c(CSc2nc3ccccc3[nH]2)nc2c1cnn2-c1ccccc1 | -2 | 10 | -52 | -4 | -1 | 1.5 | -3 | 0.84 | 16
CCc1c(C)nc2ncnn2c1N1CCC(C(=O)Nc2cccc(C(C)=O)c2)CC1 | -7 | -8 | 20 | 5 | 3 | 0.8 | 4 | 0.92 | 8
Cc1cccc(C(=O)NCCN2CCOCC2)c1[N+](=O)[O-] | -17 | 2 | 13 | 2 | 4 | 0.87 | 9 | 1 | 0
C=CCSc1nsc(N)n1 | -3 | 15 | -9 | 0 | -8 | 1.1 | 4 | 0.9 | 10
O=C(CSc1nnc(NC(=O)Cc2ccc(F)cc2)s1)NCc1ccco1 | -3 | 9 | 5 | 3 | 1 | 0.95 | -5 | 1.1 | -7
CCc1nc2c(c(=O)[nH]1)C1(CCCC1)Cc1ccccc1-2 | 11 | -6 | -18 | 8 | -19 | 1.2 | 0 | 0.94 | 6
CC1CCN(S(=O)(=O)c2ccc(C(=O)Nc3nnc(C4CC4)o3)cc2)CC1 | 20 | 3 | -36 | 41* | -9 | 1.4 | 14 | 0.92 | 8
Cc1ccccc1NC(=S)NNC(=O)c1cccnc1 | 15 | -7 | 5 | 16 | -2 | 0.95 | 10 | 0.96 | 4
CCNC(=O)C(C)NC(=O)C1=NN(c2ccccc2)C(=O)CC1 (centres undefined) | -18 | -7 | -3 | -6 | -2 | 1 | 2 | 1 | -3
COc1ccc(CC(=O)NCCc2cnc[nH]2)cc1 | -6 | 1 | -9 | 7 | -8 | 1.1 | -3 | 1 | -3
O=C(Nc1ccccc1)Nc1nccs1 | 5 | -14 | 4 | 1 | -12 | 0.96 | -2 | 0.98 | 2
Cc1cc(N2CCCC2=O)cc(C)c1S(=O)(=O)Nc1c(C)nn(C)c1C | -2 | -5 | -8 | -3 | -1 | 1.1 | 4 | 1 | -5
Cc1cc(Nc2ccc(Br)c(C)c2)n2nc(C)nc2n1 | 3 | -4 | -12 | 16 | 2 | 1.1 | 8 | 1 | -4
Cn1c(=O)c2c(SCc3cccc(C(F)(F)F)c3)nc(-c3ccco3)nc2n(C)c1=O | -7 | 9 | -30 | 10 | -11 | 1.3 | 0 | 1 | -2
CC12CCC(=O)N1C(C(=O)Nc1nc3ccc(S(C)(=O)=O)cc3s1)CS2 (centres undefined) | 13 | 3 | -8 | -10 | -8 | 1.1 | 2 | 0.9 | 10
COc1ccc(CCn2c(-c3ccc(Cl)cc3)n[nH]c2=S)cc1OC | 16 | 3 | 6 | 14 | -1 | 0.94 | 18 | 1.1 | -6
Cc1ccc(CNC(=O)CN2c3cccc4cccc(c34)S2(=O)=O)cc1 | -6 | 6 | 10 | -14 | -49 | 0.9 | 8 | 1 | -2

Next structures follow:
SMILES | TIM10 inh | Apaf1 inhib | hIAP block | tim10-1 inh | ATG4B inh | hIAP activ | NALP3 yeast inh | mIAP activ | mIAP block
COc1ccc([N+](=O)[O-])cc1NC(=O)C1C2C=CC(C2)C1C(=O)O (centres undefined) | -13 | 34 | 11 | 11 | -1 | 0.89 | 4 | 0.93 | 7
COC(=O)c1ccc(NC(=O)Cn2c([N+](=O)[O-])cnc2C)cc1 | 0 | -4 | -1 | 5 | -9 | 1 | 7 | 0.97 | 2
COc1ccccc1S(=O)(=O)NCc1ccc(C(=O)N(C)Cc2ccc(F)cc2)cc1 | 2 | 13 | 6 | -1 | -7 | 0.94 | 6 | 1.1 | -13
COc1cc(/C=C2\CCc3ccccc3C2=O)cc(OC)c1OC | 39 | 11 | 23 | 30 | 6 | 0.77 | 16 | 0.96 | 4
CC(C)CCn1c(S(=O)(=O)O)nc2ccccc21 | -2 | -3 | 10 | 16 | 19 | 0.9 | 11 | 1 | 0
Cc1nn(-c2ccc(F)cc2)c(C)c1CN1CCN(CCC(C)C)C(CCO)C1 (centres undefined) | -5 | -10 | 0 | 9 | 17 | 1 | 6 | 1 | -1
CCC(C)NC(=O)CCS(=O)(=O)c1ccc(Br)s1 (centres undefined) | -16 | -4 | -10 | 3 | -1 | 1.1 | 32 | 1.2 | -17
Cc1c(Cl)cccc1NC(=O)CSC(C)c1nc2ccccc2c(=O)[nH]1 (centres undefined) | -4 | 4 | -14 | -5 | 0 | 1.1 | 14 | 1 | -2
O=C(NCc1ccco1)C1CCCN1C(=O)Nc1ccccc1Cl (centres undefined) | 3 | -15 | 1 | 8 | -7 | 0.99 | 13 | 0.93 | 7
CCOC(=O)c1ccc(NC(=O)Nc2cc(C)cc(C)n2)cc1 | 3 | -5 | 24 | 12 | / | 0.76 | 6 | 1.1 | -5

A draw from above in order of number of heavy atoms, highest first:
SMILES | TIM10 inh | Apaf1 inhib | hIAP block | tim10-1 inh | ATG4B inh | hIAP activ | NALP3 yeast inh | mIAP activ | mIAP block
COc1ccccc1S(=O)(=O)NCc1ccc(C(=O)N(C)Cc2ccc(F)cc2)cc1 | 2 | 13 | 6 | -1 | -7 | 0.94 | 6 | 1.1 | -13
Cc1nn(-c2ccc(F)cc2)c(C)c1CN1CCN(CCC(C)C)C(CCO)C1 (centres undefined) | -5 | -10 | 0 | 9 | 17 | 1 | 6 | 1 | -1
Cc1c(Cl)cccc1NC(=O)CSC(C)c1nc2ccccc2c(=O)[nH]1 (centres undefined) | -4 | 4 | -14 | -5 | 0 | 1.1 | 14 | 1 | -2
COc1cc(/C=C2\CCc3ccccc3C2=O)cc(OC)c1OC | 39 | 11 | 23 | 30 | 6 | 0.77 | 16 | 0.96 | 4
COC(=O)c1ccc(NC(=O)Cn2c([N+](=O)[O-])cnc2C)cc1 | 0 | -4 | -1 | 5 | -9 | 1 | 7 | 0.97 | 2
CCC(C)NC(=O)CCS(=O)(=O)c1ccc(Br)s1 (centres undefined) | -16 | -4 | -10 | 3 | -1 | 1.1 | 32 | 1.2 | -17

Screens (PubChem)
